TrxR1 substrate: qHTS Assay for Substrates of Mammalian Selenoprotein Thioredoxin Reductase 1 (TrxR1): qHTS; Thioredoxin reductase 1, cytoplasmic (Rattus norvegicus), O89049; purified TrxR1 substrate turnover, NADPH consumption readout; Potency, µM (highest dose often 114 µM), for inactives: top-dose activity change, negative = substrate turnover; hit rate 0.01% among 390,000; note: % is set by controls: 0 for no effect and ±100 for the full control effect; nearly all actives have a fitted effect of over 50% in size
Target sequence (O89049 whole entry, looked up): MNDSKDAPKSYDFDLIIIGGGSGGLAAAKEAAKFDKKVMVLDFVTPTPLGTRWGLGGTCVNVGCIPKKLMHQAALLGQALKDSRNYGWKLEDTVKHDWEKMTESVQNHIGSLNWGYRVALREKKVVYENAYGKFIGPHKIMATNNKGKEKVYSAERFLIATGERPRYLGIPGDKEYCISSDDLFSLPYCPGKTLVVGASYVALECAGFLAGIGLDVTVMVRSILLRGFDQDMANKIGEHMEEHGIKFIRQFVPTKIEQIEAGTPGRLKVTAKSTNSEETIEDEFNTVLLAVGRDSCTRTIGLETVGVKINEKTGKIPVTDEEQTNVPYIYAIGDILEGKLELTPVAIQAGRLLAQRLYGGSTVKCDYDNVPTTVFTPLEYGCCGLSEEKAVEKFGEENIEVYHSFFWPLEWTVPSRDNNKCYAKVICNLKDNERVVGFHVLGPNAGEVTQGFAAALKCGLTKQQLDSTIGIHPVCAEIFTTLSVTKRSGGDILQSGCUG
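Rat TrxR1, dispensed at 90 nM, was prereduced with 400 uM NADPH (final) for 5 min at ~22 deg C, then incubated with compound 15 min before 400 uM selenite. A first-read NADPH fluorescence drop versus no-compound background flagged substrates.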
12-LOX inh: Primary qHTS assay for inhibitors of human arachidonate 12S-lipoxygenase (ALOX12): Round 2; hit rate 1.1% among 580,000; AID 1671190, 2021; purified 12hLO, xylenol orange hydroperoxide absorbance; Potency, µM (highest dose often 108 µM), for inactives: at the top dose activity change, negative = inhibition, actives largely listed as inhibitors; Polyunsaturated fatty acid lipoxygenase ALOX12 (Homo sapiens), P18054; note: % is set by controls: 0 for no effect and ±100 for the full control effect
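Purified human 12hLO at 150 nM in 25 mM Hepes, 0.01% Triton X-100, pH 7.0, preincubated 15 min at room temperature with compound. Reaction started with 40 uM arachidonic acid, 30 min at room temperature. Hydroperoxide measured by Fe-xylenol orange, 573/405 nm absorbance ratio.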
rTrxR1 inhibitor: qHTS Assay for Inhibitors of Mammalian Selenoprotein Thioredoxin Reductase 1 (TrxR1): qHTS; Potency, µM (top dose mostly 114 µM), for inactives: top-dose activity change, negative = inhibition, actives largely listed as inhibitors; AID 588453, 2011; hit rate 1% among 390,000; Thioredoxin reductase 1, cytoplasmic (Rattus norvegicus), O89049; recombinant rTrxR1, NADPH fluorescence consumption, selenite substrate; note: % is set by controls: 0 for no effect and ±100 for the full control effect; nearly all actives have a fitted effect of over 65% in size
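Rat TrxR1 (90 nM in the dispensed reagent) was pre-reduced with 400 uM NADPH for 5 min at room temperature, then incubated with compound for 15 min. After 400 uM selenite was added, NADPH fluorescence (Ex 340/Em 450 nm) was followed for 8 min.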
Vif-APOBEC3G blk: qHTS for Inhibitors of Vif-A3G Interactions: qHTS. HeLa A3G-eYFP + Vif (tagged APOBEC3G with the HIV-1 protein that degrades it), YFP fluorescence, overnight. Potency, µM (top dose mostly 46.1 µM), inactives show at the top dose activity, negative = active, hits mostly inhibitors. hit rate 0.076% among 410,000. AID 602310, 2012;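 note: % is set by controls: 0 for no effect and ±100 for the full control effect; nearly all actives have a fitted effect of over 60% in size; hits raise eYFP signal because A3G escapes Vif-driven loss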
Target sequence (Q9HC16 whole entry, looked up): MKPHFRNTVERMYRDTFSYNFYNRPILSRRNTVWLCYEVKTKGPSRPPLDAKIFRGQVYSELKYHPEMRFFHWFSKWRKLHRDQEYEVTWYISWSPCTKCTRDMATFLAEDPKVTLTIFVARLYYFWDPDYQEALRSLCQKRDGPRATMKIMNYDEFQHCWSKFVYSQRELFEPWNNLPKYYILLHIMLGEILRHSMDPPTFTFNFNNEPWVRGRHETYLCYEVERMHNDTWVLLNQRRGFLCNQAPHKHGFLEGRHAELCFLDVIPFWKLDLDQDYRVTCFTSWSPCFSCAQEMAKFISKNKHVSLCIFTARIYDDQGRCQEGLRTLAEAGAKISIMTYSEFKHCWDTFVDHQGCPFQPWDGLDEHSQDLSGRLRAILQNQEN
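HeLa cells stably expressing Vif and C-terminally eYFP-tagged A3G, seeded overnight at 37 deg C, then exposed to compound by pintool overnight at 37 deg C. Rise in yellow fluorescence (Ex 488/Em 500-530, Acumen) marks blocked Vif-driven A3G degradation.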
USP1 inh: Inhibitors of USP1/UAF1: Primary Screen. Ubiquitin carboxyl-terminal hydrolase 1 (Homo sapiens), O94782. recombinant USP1/UAF1, Ub-Rhodamine cleavage fluorescence. Potency, µM (highest dose often 57.1 µM), without a hit: top-dose activity change, negative = inhibition, most hits filed as inhibitors. hit rate 0.23% among 390,000. AID 743255, 2014; note: % is set by controls: 0 for no effect and ±100 for the full control effect; nearly all actives have a fitted effect of over 60% in size; inactives centre near -12
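High-throughput fluorogenic screen: 1nM USP1/UAF1 complex, Ub-Rho substrate 150nM final, 50mM HEPES pH 7.8 with 0.5mM EDTA, 0.1 mg/ml BSA, 1mM TCEP and 0.01% Tween-20.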
Vif-A3F inh: qHTS for Inhibitors of Vif-A3F Interactions: qHTS | HeLa A3F-eYFP + Vif (tagged APOBEC3F with the HIV-1 protein that degrades it), YFP fluorescence increase | Potency, µM (top dose mostly 46.1 µM), without a hit: at the top dose activity, negative = active | hit rate 0.2% among 390,000 | AID 602313, 2012; note: % of control where 0% means no effect; nearly all actives have a fitted effect of over 65% in size
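HeLa cells stably expressing A3F-eYFP plus Vif, plated and incubated overnight at 37 deg C, then exposed to compounds overnight at 37 deg C. Blocked degradation read as raised yellow fluorescence (Ex 488/Em 500-530).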
RXFP1 agonist: qHTS Assay for Agonists of the Relaxin Receptor RXFP1 | AID 2676, 2010 | HEK293T-RXFP1 cAMP TR-FRET, 30 min; response scale: percent of porcine relaxin response, buffer zero | Potency, µM (series often up to 57.5 µM), for inactives: at the top dose activation, most hits filed as activators | Relaxin receptor 1 (Homo sapiens), Q9HBX9 | hit rate 0.3% among 370,000; note: % is set by controls: 0 for no effect and ±100 for the full control effect; nearly all actives have a fitted effect of over 60% in size; many of its hits are not listed in these tables
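cAMP rise read by TR-FRET after 30 min, 37C compound exposure (up to 58 uM) in RXFP1-transfected HEK293 cells with Ro 20174 present. EC50 from Hill-equation fits, with 29 nM porcine relaxin as 100% and buffer as basal.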
RGS4 inhibitor: Inhibitors of Regulator of G Protein Signaling (RGS) 4: qHTS. hit rate 0.039% among 390,000. Transcreener GDP fluorescence polarization, RGS4-accelerated GTP hydrolysis. Potency, µM (highest dose often 114 µM), without a hit: top-dose activity change, negative = inhibition, usual class: inhibitors; note: % is set by controls: 0 for no effect and ±100 for the full control effect; nearly all actives have a fitted effect of over 75% in size; some results filed as inactive show a strong effect at the top dose
Target sequence (P49798 whole entry, looked up): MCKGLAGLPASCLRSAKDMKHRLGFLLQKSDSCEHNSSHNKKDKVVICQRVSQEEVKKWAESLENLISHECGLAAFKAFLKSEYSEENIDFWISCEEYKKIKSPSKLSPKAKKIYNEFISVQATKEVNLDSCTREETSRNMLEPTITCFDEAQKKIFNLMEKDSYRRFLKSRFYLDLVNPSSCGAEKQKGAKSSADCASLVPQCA
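MLSMR compounds (23 nl, pin-transferred) preincubated 10 min at room temperature with a 500nM (2x) first reagent, then RGS4 at 900nM (2x) plus Transcreener GDP mix added; fluorescence polarization (620/688 nm) read before and after 90 min at 30 °C.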
IDH1 R132H inh: qHTS for Inhibitors of mutant isocitrate dehydrogenase 1 (IDH1): qHTS; AID 602179, 2012; hit rate 0.093% among 390,000; Isocitrate dehydrogenase [NADP] cytoplasmic (Homo sapiens), O75874; IDH1-R132H enzyme, NADPH consumption, diaphorase/resazurin fluorescence; Potency, µM (series often up to 76.6 µM), without a hit: top-dose activity change, negative = inhibition, most hits filed as inhibitors; note: % is set by controls: 0 for no effect and ±100 for the full control effect; nearly all actives have a fitted effect of over 65% in size
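IDH1-R132H (0.5 ug/mL) preincubated 30 min with compound, then NADPH (0.016 mM) and alpha-KG (2 mM) added; 80 min at RT, pH 7.5. Remaining NADPH coupled via diaphorase/resazurin to fluorescence (540/590 nm); concentration-response curves normalized to no-enzyme control.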
Active calls of the source: *; ? = inconclusive; · = not tested or not shown; & = joins results of further samples; [ ] = dose if it differs, or a comment. Calls come from the whole dose curve; as a rule, active = well fitted curve in the direction sought with a large enough effect; inconclusive = small, poorly fitted or top-dose-only effect, or another doubt; inactive = no such curve, though single readings can be large; an effect the other way counts as inactive or inconclusive. Potency is the fitted concentration of half-maximal effect. Not all compounds are listed (hit frequency here may not be typical).

Preview:
Under each structure – TrxR1 substrate, 12-LOX inh, rTrxR1 inhibitor, Vif-APOBEC3G blk, USP1 inh, Vif-A3F inh, RXFP1 agonist, RGS4 inhibitor, IDH1 R132H inh
- O=C(COc1cccc2c1CCNC2=O)Nc1cccc(F)c1
 : -1.3%[57.1 µM], -25.0%, 0.2%[57.1 µM], -7.5%, -0.2%, -8.2%, -0.7%, -9.7%, -11.9%
- CN(C)CCOc1ccccc1C(C)(C)C
 : -2.4%, ?, 2.3%, 0.7%, -16.0%, 0.6%, -1.9%, -20.1%, 7.5%
- COCc1[nH]nc2c1C(c1cc(OC)c(O)c(OC)c1)C(C#N)=C(N)O2 (stereo not drawn)
 : 21.9%[57.1 µM], -1.0%, 10.3%[57.1 µM], -6.0%, -10.4%, -2.0%, 0.4%, -7.3%, 0.1%

The listing, previewed entries included:
Under each structure – TrxR1 substrate, 12-LOX inh, rTrxR1 inhibitor, Vif-APOBEC3G blk, USP1 inh, Vif-A3F inh, RXFP1 agonist, RGS4 inhibitor, IDH1 R132H inh
- O=C(COc1cccc2c1CCNC2=O)Nc1cccc(F)c1
 : -1.3%[57.1 µM], -25.0%, 0.2%[57.1 µM], -7.5%, -0.2%, -8.2%, -0.7%, -9.7%, -11.9%
- CN(C)CCOc1ccccc1C(C)(C)C
 : -2.4%, ?, 2.3%, 0.7%, -16.0%, 0.6%, -1.9%, -20.1%, 7.5%
- COCc1[nH]nc2c1C(c1cc(OC)c(O)c(OC)c1)C(C#N)=C(N)O2 (stereo not drawn)
 : 21.9%[57.1 µM], -1.0%, 10.3%[57.1 µM], -6.0%, -10.4%, -2.0%, 0.4%, -7.3%, 0.1%
- COc1c(Br)cc([N+](=O)[O-])c(OC)c1C(=O)NC(=O)Nc1c(Cl)cccc1Cl
 : -2.2%, 81.6%[activator], 13.6%, -20.0%, -27.6%, 0.6%, 0.8%, 0.8%, 0.0%
- CCC(Oc1ccccc1)C(=O)Nc1cc(C)on1 (stereo not drawn)
 : 0.0%[57.1 µM], 41.1%[activator], 6.8%[57.1 µM], -0.3%, -10.9%, 3.7%, -0.4%, 11.0%, -5.9%
- O=C(O)/C=C\C(=O)Nc1ccc(N2CCN(c3ccc(Cl)cc3)CC2)cc1
 : -4.0%, -13.0%, -6.4%, 2.5%, -19.4%, -5.8%, 3.3%, -3.1%, 0.3%
- CCN(N=Nc1cccc([N+](=O)[O-])c1)c1cccc([N+](=O)[O-])c1
 : -7.0%[57.1 µM], 6.4%, -22.3%[57.1 µM], -4.1%, -11.0%, 7.7%, 1.5%, 10.7%, -2.9%
- C[C@H](NC(=O)Nc1cccc(Br)c1)C(=O)O
 : 5.3%, 14.0%, 14.0%, -0.8%, -8.7%, 7.7%, 4.2%, -8.1%, 1.1%
- CC(C)(C)CC(C)(C)N1CNC(=S)NC1
 : 10.8%[2.29 µM], 0.0%, 20.2%[2.29 µM], 0.0%, -12.7%, -5.6%, 1.4%, -23.4%, 3.6%
- CCCCn1c(N)c(N(CCOC)C(=O)CC2CCCCC2)c(=O)[nH]c1=O
 : -0.2%, ?, 7.1%, 1.0%, -15.6%, 4.0%, ·, 0.4%, 9.1%
- COC(=O)c1c(C)[nH]c(C(=O)/C=C/c2ccc(Cl)cc2)c1C
 : -16.8%, 10.4%, -11.4%, -1.5%, -23.0%, -5.2%, 1.8%, -29.5%, 7.3%
- CC1Cc2ccccc2N1C(=O)COC(=O)c1cc(Br)ccc1O (stereo not drawn)
 : -2.5%[57.1 µM], -6.1%, 11.7%[57.1 µM], 0.8%, -5.7%, -17.7%, -0.1%, -5.5%, -11.9%
- O=C(CN1C(=O)NC2(CCCC2)C1=O)Nc1nc(-c2ccccc2)cs1
 : -3.9%[57.1 µM], 17.7%, -6.3%[57.1 µM], -4.7%, 0.3%, -17.3%, -0.9%, 3.4%, -8.9%
- CC(=O)Nc1ccc(S(=O)(=O)NCCC(=O)OCc2nnc(-c3ccccc3)o2)cc1
 : 7.3%, ?, 21.6%, -1.5%, -18.9%, -4.7%, 1.4%, -3.3%, -1.8%
- O=C(NCCOc1cccc2cccnc12)c1cccs1
 : -4.7%, -5.0%, -14.2%, -10.4%, -12.7%, 4.6%, 6.3%, 12.1%, 9.1%
- Cc1ccccc1C(=O)NNC(=O)CCCCC(=O)NNC(=O)c1ccccc1C
 : -0.5%[57.1 µM], 433.5%[activator], 1.9%[57.1 µM], -2.3%, 2.6%, 2.9%, ·, -7.9%, 3.6%
- C=CCNC(=O)C(C)Sc1ccc(Cl)cc1 (stereo not drawn)
 : -2.2%, -15.2%, -29.7%, 7.4%, -8.8%, -6.9%, 0.4%, -0.2%[11.4 µM], -2.1%
- CCN(CC)CCn1nc(C)nc1-c1ccccc1O
 : 11.8%, -12.7%, 27.6%, 1.2%, -5.5%, -8.1%, 1.3%, 11.8%, 2.7%
- COc1ccc(NC(=O)/C(Cl)=C(/Cl)S(=O)(=O)Cc2ccccc2)cn1
 : 11.2%[57.1 µM], ?, 7.08µM*, -26.5%, ?, -12.5%, -0.3%, ?, 4.1%
- CCCCC(=O)Nc1cccc(-c2nnc(-c3ccccc3)o2)c1
 : -5.2%, -2.0%, ?, 1.4%, -4.2%, -0.8%, 1.0%, -12.7%, 4.7%
- O=C(Cc1ccccc1[N+](=O)[O-])OCC(=O)c1ccccc1Br
 : -2.2%, -2.3%, 17.6%, 3.0%, -7.2%, 0.5%, ·, 4.1%, -5.6%
- CCn1c2c(c(=O)n3ncc(C(=O)N4CCN(c5ccc(C(C)=O)cc5)CC4)c13)CN(Cc1ccc(OC)cc1)CC2
 : 2.9%[57.1 µM], -1.8%, -0.9%[57.1 µM], 1.4%, -12.6%, 2.5%, 7.3%, -46.9%, -12.7%
- O=C(C1CCCCC1)N1CCC(CO)(Cc2ccccc2Cl)CC1
 : 0.2%, -5.9%, 16.3%, -3.6%, -20.8%, 0.3%, 1.5%, -26.3%, 8.0%
- COC(=O)c1sc(-c2ccc(C(C)(C)C)cc2)cc1NC(=O)c1ccccc1C(=O)O
 : 6.0%, 0.0%, 19.1%, -24.0%, 28.2µM*, -23.5%, 7.7%, -21.7%, 12.7%
- C[C@@H]1CCCCO[C@@H](CN(C)C(=O)c2ccncc2)[C@@H](C)CN([C@H](C)CO)C(=O)c2cc(N(C)C)ccc2O1
 : ·, -13.3%, ·, 2.5%, -11.2%, -9.0%, ·, ·, -4.8%
- COc1ccc(C(=O)NC(=O)N2CCCCC2)cc1
 : 7.6%, -2.0%, 8.7%, 0.0%, -18.7%, -5.5%, -0.7%, 12.8%, 4.6%
- COc1cc(C2NC(=O)NC(C)=C2C(C)=O)ccc1O (stereo not drawn)
 : -3.7%, 2.5%, -4.5%, 2.2%, -5.3%, 0.4%, -1.7%, 14.9%, -0.1%
- CC(=O)c1c(C)[nH]c(C(=O)O)c1C
 : -3.2%, -2.7%, 14.8%, 1.7%, -8.8%, 1.1%, -3.0%, -10.7%, -12.4%
- CCN(CC)S(=O)(=O)c1ccc(C(=O)OCC(=O)NCc2ccco2)cc1
 : -15.1%, -13.0%, ?, 0.1%, -15.2%, 8.8%, 2.2%, -4.1%, 10.2%
- COC(=O)C1=CN(c2cccc(Cl)c2)C=C(C(=O)OC)C1c1cccc(OC)c1
 : 68.8%[activator], -5.6%, 36.3%[activator], -6.9%, -16.5%, 0.4%, 5.1%, 8.5%, -7.7%
- Cc1ccccc1-c1nc(-c2ccc(Br)o2)no1
 : -1.1%, -7.8%&-10.9%, -29.4%, -0.7%, -14.5%, -10.7%, -0.4%, 4.0%, -6.3%
- COc1ccc(C(=O)Cn2nnc(-c3ccccc3NC(=O)C3CC3)n2)cc1
 : -3.9%, 1.3%, 17.2%, 5.4%, -15.3%, -5.4%, 1.0%, 26.2%, 6.2%
- COc1cc(OC)cc(C(=O)Nc2ncc3c(n2)CC(C)(C)CC3=O)c1
 : 13.2%[57.1 µM], 6.3%, 12.9%[57.1 µM], 0.6%, -4.1%, 4.1%, 0.6%, -5.7%, 10.6%
- CCCOC1CCCN(C(=O)CCCn2nnnc2CN2CCOCC2)C1 (stereo not drawn)
 : 2.7%, -11.6%, 10.2%, -2.4%, -20.1%, -1.3%, -1.9%, -32.6%, 9.9%
- Cc1cc(C)c(C)c(S(=O)(=O)Nc2ccccc2C(=O)NCCCn2ccnc2)c1C
 : 5.4%, 4.4%, -4.7%, -13.8%, -4.5%, -5.8%, 2.2%, 12.8%, 3.1%
- CCCc1cc(=O)oc2cc(OCC(=O)NCCCN3CCCC3=O)ccc12
 : 13.0%, 29.5%, ?, 1.3%, -16.3%, 0.7%, -0.4%, 31.5%, 6.5%
